HMGR II inh: inhibitors of class II HMG-CoA reductase from Enterococcus faecalis; purified E. faecalis HMGR, NADPH absorbance 340 nm kinetic; inhibition, % at 10 µM; 0.41% of 190,000 active; AID 1066;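 active means inhibition above a set limit, the median over all tested compounds plus 3 SD, cut at about 9.5% in these data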;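 further: enzyme runs in reverse so mevalonate oxidation gives rising NADPH absorbance; 0% = complete reaction with DMSO and 100% = background rate lacking mevalonate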
ROMK mod: modulates human ROMK potassium channel activity | P48048 | Tet-inducible ROMK, thallium flux fluorescence; actives lie on both sides | B-score at 10 µM | 2% of 130,000 active | AID 1918;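 active means signal ratio slope over the read window, or its plate-corrected B-score, at least 3 SD from the plate mean, either direction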;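 further: B-score of the F/F0 ratio slope over 7 to 12 s after thallium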
Target sequence (P48048 whole entry, looked up): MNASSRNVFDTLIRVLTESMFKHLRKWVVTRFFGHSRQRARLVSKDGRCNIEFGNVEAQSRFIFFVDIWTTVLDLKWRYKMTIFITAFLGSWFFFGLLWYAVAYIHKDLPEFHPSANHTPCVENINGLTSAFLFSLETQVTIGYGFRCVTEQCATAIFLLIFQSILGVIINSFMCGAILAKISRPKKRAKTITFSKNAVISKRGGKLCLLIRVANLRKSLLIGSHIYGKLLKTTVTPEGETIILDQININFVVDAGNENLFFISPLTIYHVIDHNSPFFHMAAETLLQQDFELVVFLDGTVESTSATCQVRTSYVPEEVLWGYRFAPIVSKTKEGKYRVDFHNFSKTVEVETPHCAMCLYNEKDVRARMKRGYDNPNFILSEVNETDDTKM
Lmaj promast: Leishmania major promastigote growth inhibition; Leishmania major promastigotes, resazurin fluorescence viability; 9% of 200,000 active; AID 1063; inhibition, % at 10 µM; in the data active means inhibition above about 50%;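 further: promastigotes grown with compound for 44 hours at 28 °C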
RAM inhibit: blocks the yeast RAM network. 1.8% of 190,000 active. inhibition, % at 50 µM. S. cerevisiae dse1pr::URA3 reporter, 5-FOA growth OD615, 2 d; analog-sensitive cbk1-as2 kinase mutant strain;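 active means inhibition above a set limit, 3 SD over mean compound inhibition, cut at about 8.4% in these data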;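 further: 0% = DMSO-only wells with no growth and 100% = 10 µM 1-NA-PP1 full growth; inhibition rescues growth on 5-FOA so higher OD means more RAM inhibition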
PPARg SRC1 recr: promotes SRC-1 coactivator recruitment by human PPARgamma. P37231. PPARgamma-SRC-1 coactivator recruitment biochemical assay. activation, % at 8 µM. 0.41% of 200,000 active. AID 631; in the data active means activation above about 19%;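 further: 0% = DMSO and 100% = reference agonist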
SRC2 TRFRET art: flags TR-FRET format artefacts in PPARgamma SRC-2 recruitment agonist screen; 0.4% of 200,000 active; TR-FRET artefact counter-screen; active compounds read high; TR-FRET ratio at 8 µM; in the data active means TR-FRET ratio above about 2000; further: inactives centre near 1500; reference of the scale not given here
PPARg SRC-2 ag: PPARgamma-driven SRC-2 recruitment agonism. PPARgamma LBD-SRC-2 recruitment, biochemical. activation, % at 8 µM. 0.34% of 200,000 active. AID 1032; in the data active means activation above about 22%;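 further: 0% = vehicle and 100% = reference agonist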
PPARg SRC3 recr: PPARgamma-driven SRC-3 recruitment agonism; activation, % at 8 µM; 0.26% of 200,000 active; P37231; biochemical PPARgamma/SRC-3 coactivator recruitment assay; in the data active means activation above about 23%;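 further: 0% = DMSO and 100% = reference agonist; some compounds past the cut are filed as inactive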
S1P3 antag: blocks the human S1P3 receptor. Q99500. CHO S1P3 NFAT-BLA reporter, FRET fluorescence, antagonist mode. inhibition, % at 4.98 µM. 0.27% of 170,000 active;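 active means inhibition above the plate cutoff, the mean inhibition of test wells on that plate plus 3 SD, cut at about 28% in these data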;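 further: cells challenged with S1P at its EC80 of 0.8 µM; blue over green emission ratio from cleaved BLA substrate after 4 h stimulation; 0% = S1P-stimulated wells and 100% = unstimulated DMSO-only wells; some compounds past the cut are filed as inactive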
Target sequence (Q99500 whole entry, looked up): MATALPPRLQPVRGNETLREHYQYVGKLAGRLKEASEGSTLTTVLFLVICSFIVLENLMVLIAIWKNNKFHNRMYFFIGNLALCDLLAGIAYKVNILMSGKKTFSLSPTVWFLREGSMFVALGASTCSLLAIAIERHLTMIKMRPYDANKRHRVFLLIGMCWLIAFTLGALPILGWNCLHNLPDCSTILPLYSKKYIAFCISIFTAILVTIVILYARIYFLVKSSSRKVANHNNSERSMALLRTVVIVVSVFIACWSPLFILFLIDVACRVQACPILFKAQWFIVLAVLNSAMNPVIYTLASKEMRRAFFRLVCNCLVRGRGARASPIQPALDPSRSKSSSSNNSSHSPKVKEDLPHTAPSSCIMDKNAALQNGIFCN
bIAP inhibitor: blocks bovine intestinal alkaline phosphatase activity | purified bovine IAP, CDP-star luminescence, 30 min | inhibition, % at 20 µM | 190,000 tested, under 10 active;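 active means over 50% inhibition of intestinal alkaline phosphatase at 20 µM in the single-dose screen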
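Assay system – bovine IAP enzyme · Quantity – bovine IAP at 1/65,000,000 final dilution · Detection – CDP-star luminescence signal · Times – 30 min reaction at room temperature · Also added – CDP-star substrate at 30 µM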
DTT redox prof: compounds producing H2O2 with reducing agent – biochemical, NIH compound library profiling, artefact control for MLSCN library redox annotation, primary screen; 0.03% of 200,000 active; activation, % at 10 µM; DTT-dependent redox cycling H2O2, phenol red/HRP absorbance; 100% = 100 µM peroxide control, 0% = buffer;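 active means activation of at least 50% relative to the plate's high and low controls in the primary single-dose screen; inactive means activation below 50%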;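 further: compound incubated with DTT at 0.8 mM final as the reducing agent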
* hit, by the source's call; . = no result given. Outcome played no part in choosing rows; about 13% have a hit in one of these screens.

No.	canonical_smiles	HMGR II inh	ROMK mod	Lmaj promast	RAM inhibit	PPARg SRC1 recr	SRC2 TRFRET art
1	O=C(c1ccccc1)c1ccc(OCC(O)CN2CCCCC2)cc1 (stereo not drawn)	3	.	89*	-0.4	2	1854
2	CC(=O)c1sc(-c2ccc(Cl)cc2)nc1C	-4	-1.2	-4	-0.2	4	1729
3	Clc1ccc(-c2cnc3n2CCCCC3)cc1	-1	-0.005	15	0.4	10	1508
4	CC1Cc2ccccc2N1C(=O)Cn1cc([N+](=O)[O-])cn1 (stereo not drawn)	1	.	-2	0.9	5	1734
5	COc1ccc(-c2nc(CSCC(=O)NC3CCCc4ccccc43)c(C)o2)cc1OC (stereo not drawn)	-2	.	8	-0.4	6	1573
6	S=c1[nH]nc(Cc2sc(-c3ccccc3)nc2-c2ccccc2)o1	-4	-0.42	-11	2.1	9	1773
7	COc1ccc(C(=O)Nc2ccncc2)cc1OC	-8	.	-5	0.9	2	1504
8	Cc1cc(C)n(-c2nc3ccccc3nc2N2CCN(C(=O)c3ccccc3)CC2)n1	-4	0.15	27	0.9	-5	1539
9	CNS(=O)(=O)c1cccc(C(=O)OC2CCCCC2=O)c1 (stereo not drawn)	0	.	11	4.6	-11	1463
10	Cc1ccnc(N/N=C/c2ccccc2)n1	-1	.	-6	-0.4	-2	1472
11	O=C(Nc1ccccc1N1CCOCC1)c1cccc(F)c1	1	.	4	-0.7	4	1350
12	COc1ccc(C(=O)COC(=O)C(CCSC)NS(=O)(=O)c2ccc(Cl)cc2)cc1 (stereo not drawn)	-2	-1.4	1	15*	-6	1390
13	CC(C)N(C(=O)NC(=O)Nc1ccc(S(=O)(=O)N2CCCC2)cc1)S(C)(=O)=O	-7	-0.11	-4	1.4	-5	1496
14	CCN1C(=O)/C(=C/c2cccs2)N(C)C1=S	0	.	0	3.7	6	1629
15	CC(=O)Oc1ccc(/C=N/NC(=O)CCSc2ccccc2)cc1	1	.	1	1.3	-5	1598

No.	PPARg SRC-2 ag	PPARg SRC3 recr	S1P3 antag	bIAP inhibitor	DTT redox prof
1	6	2	0	11	0.7
2	4	4	-14	7	-0.1
3	9	2	-16	-1	-0.2
4	7	8	.	10	-6.2
5	5	4	.	-18	0.7
6	18	11	.	18	0.1
7	1	-4	13	4	-0.5
8	1	-8	-18	-1	0.7
9	-2	1	-22	1	2.0
10	-1	-2	-3	-12	0.1
11	5	10	-5	13	-0.4
12	-2	2	-19	-2	-0.3
13	10	7	-1	-2	-0.9
14	9	13	.	23	-0.5
15	-11	0	6	-26	0.1

Next section.
No.	canonical_smiles	HMGR II inh	ROMK mod	Lmaj promast	RAM inhibit	PPARg SRC1 recr	SRC2 TRFRET art
16	CC(=O)c1ccc(NC(=O)Nc2ccc([N+](=O)[O-])cc2)cc1	-1	0.3	8	1.8	7	1382
17	Cn1c(CNc2ccc(Cl)cc2)nnc1SCC#N	3	-0.075	-10	1.8	7	1348
18	CCOCCCNCc1ccc(OCc2ccccc2C)c(OC)c1	-1	.	98*	0.5	-2	1495
19	O=S(CC1CC1(Cl)Cl)CC1CC1(Cl)Cl (stereo not drawn)	-2	.	-3	0.5	1	1624
20	COc1ccc2cnn(Cc3ccccc3)c(=O)c2c1OC	0	.	-2	1.6	12	1754
21	CCn1c(=NC(=O)CN2C(=O)CCC2=O)sc2c(OC)ccc(OC)c21	-3	.	-3	1.6	0	1336
22	O=[N+]([O-])c1ccc2nnn(O)c2c1	2	0.56	-7	1.1	5	1768
23	COC(=O)c1ccc(NC(=O)CN(C)S(=O)(=O)c2ccc(OC)c(C)c2)cc1	4	.	13	4.1	-2	1651
24	Cc1cc(C)c2c(=O)[nH]c(SCC(=O)N3CCCCC3)nc2n1	0	.	14	0.5	5	1403
25	O=C(CNC1CCCCCC1)Nc1ccccc1N1CCCCC1	0	.	11	-0.1	-6	1420
26	C#CCNC(=O)C1=C[C@H](c2csc3ccccc23)C[C@H](OCCCCO)O1	1	.	-2	3.9	9	1772
27	Cc1ccc(CNS(=O)(=O)c2cn(C)cn2)cc1	-3	-0.12	-9	0.1	-1	1508
28	Cc1cccc(NC(=O)Cn2cccc2)c1	-8	-0.91	-3	1.0	-1	1515
29	S=C(Nc1ccccc1)c1nc2ccccc2s1	1	-0.27	1	4.2	-9	1462
30	COCCCn1c(SCC(=O)N(C)C)nnc1-c1ccccc1	-4	-0.11	1	0.5	0	1624

No.	PPARg SRC-2 ag	PPARg SRC3 recr	S1P3 antag	bIAP inhibitor	DTT redox prof
16	-10	-3	5	11	-0.2
17	6	8	2	-14	-0.9
18	-2	2	-24	-9	0.2
19	4	4	5	18	0.1
20	7	5	31	3	-0.5
21	-1	-15	-25	6	-0.6
22	4	2	-11	12	0.5
23	-4	-2	8	7	2.4
24	4	3	-19	11	0.5
25	-4	-5	.	26	0.8
26	12	-3	-17	3	-1.0
27	7	-3	.	3	0.0
28	3	-9	-1	10	1.8
29	-3	-4	-40	21	0.3
30	-13	-12	-4	4	-0.7

Further structures follow.
No.	canonical_smiles	HMGR II inh	ROMK mod	Lmaj promast	RAM inhibit	PPARg SRC1 recr	SRC2 TRFRET art
31	O=C(NC1C(=O)NNC1c1ccccc1)c1ccccc1 (stereo not drawn)	0	.	-4	0.5	13	1511
32	CCOc1ccc(S(=O)(=O)Nc2nc3ccccc3nc2-n2ccc(=NC(=O)c3cccs3)cc2)cc1	-6	-2.6*	-1	5.5	8	1696
33	Cc1ccc([N+](=O)[O-])c2c1C(N1CC(C)OC(C)C1)C(C)(C)O2 (stereo not drawn)	0	0.25	-1	0.1	-4	1212
34	CCC1(C)Cc2ccccc2-c2[nH][nH]c(=O)c21 (stereo not drawn)	3	0.1	1	0.2	-3	1538
35	COc1cc2c(cc1NC(=O)c1cccc(S(=O)(=O)N(C)C)c1)oc1ccccc12	3	-0.077	17	6.2	3	1628
36	O=C(c1ccc(S(=O)(=O)N2CCOCC2)cc1)N(c1ccc(F)cc1)C1C=CS(=O)(=O)C1 (stereo not drawn)	-1	.	-1	2.4	-7	1374
37	CC(=O)c1coc2ccc(OCC(=O)O)cc12	-3	.	-6	-0.6	0	1523
38	Cc1c(NC(=O)c2cc(-c3ccc(Cl)s3)nc3ccccc23)c(=O)n(-c2ccccc2)n1C	-2	-0.66	28	3.6	6	1411
39	O=C(c1cnccn1)N1CCN(C/C=C/c2ccccc2)CC1	3	0.9	-11	3.3	-2	1505
40	O=C1CC(N2CCCc3ccccc32)C(=O)N1c1ccccc1 (stereo not drawn)	0	.	0	1.7	-1	1555
41	CC(=O)N1[C@H](Cc2ccccc2)C=C[C@]1(C)C(=O)NCc1ccc(C)o1	-7	0.91	-5	2.7	3	1467
42	CN1CCc2c(n(CC(O)CN3CCN(CCO)CC3)c3ccccc23)C1=O (stereo not drawn)	0	0.056	-8	-0.2	12	1831
43	CCOC(=O)C(C)Oc1ccc(C2NC(=O)NC(C)=C2C(C)=O)cc1Br (stereo not drawn)	-3	.	25	1.9	-4	1402
44	CCCc1nnc(-c2ccc(OC)cc2)o1	-4	-0.0037	-5	0.5	6	1820
45	Cc1nc(N2C(=O)C(=O)/C(=C(/O)c3ccccc3)C2c2ccco2)sc1C (stereo not drawn)	-1	1.3	-2	-0.7	6	1694

No.	PPARg SRC-2 ag	PPARg SRC3 recr	S1P3 antag	bIAP inhibitor	DTT redox prof
31	5	12	.	11	1.9
32	13	7	16	-6	-0.8
33	0	-4	-22	-5	-2.1
34	8	4	-8	6	-1.7
35	-6	0	-2	0	1.2
36	-3	-3	-33	4	2.8
37	-1	7	-18	-15	1.4
38	8	8	.	7	-3.7
39	-3	-3	.	4	-0.5
40	-9	8	3	8	0.5
41	6	-6	-11	-20	0.7
42	1	-2	41*	-14	-0.1
43	11	1	-16	5	1.9
44	12	1	-11	-1	-0.9
45	0	-4	-27	4	-0.3

Next part
No.	canonical_smiles	HMGR II inh	ROMK mod	Lmaj promast	RAM inhibit	PPARg SRC1 recr	SRC2 TRFRET art
46	CCOC(=O)N1CCN(C(=O)CCn2nc(-c3ccccc3)ccc2=O)CC1	-4	-0.21	-3	-0.8	11	1502
47	CCOc1ccc(C2C(C(=O)O)CCC(=O)N2C2CCCCC2)cc1 (stereo not drawn)	1	0.85	-10	-0.1	8	1898
48	CCOC(=O)CCn1c2nc(C)cc(C)c2c(=O)n1-c1ccccc1	-1	.	-3	2.4	6	1495
49	Cc1ccc(NC(=S)NC(=O)c2ccc(F)cc2)cc1S(=O)(=O)Nc1cccc(Cl)c1	0	0.62	43	7.2	7	1687

No.	PPARg SRC-2 ag	PPARg SRC3 recr	S1P3 antag	bIAP inhibitor	DTT redox prof
46	9	-3	-11	4	-2.2
47	6	7	-1	6	-1.9
48	2	0	8	9	0.0
49	4	-2	2	8	-0.4
